IL-2 act = activators of IL-2; AID 652025; IL-2 activation reporter assay, cell-based qHTS; stimulated with anti-CD3/CD4/CD28 beads; in transgenic mouse T cells; activation, % (series mostly up to about 46 µM); 360,000 tested, 0.065% active; in the data active means activation above about 50%; inconclusive means mostly about 30% to 49%; further: 0% is about no effect
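EGFP and DsRed fluorescence is measured by plate cytometry in unstimulated transgenic mouse T cells exposed to compound for 60 minutes, then stimulated 18 hours at 37 degrees C with anti-CD3/anti-CD4 beads plus anti-CD28.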
PLK1 PBD inh = blocks phosphopeptide binding to human PLK1 polo-box domain. P53350. Plk1 PBD binding of FITC phosphopeptide, fluorescence polarization. Potency, µM, without a hit: max response, negative = inhibition, actives largely listed as inhibitors. 360,000 tested, 2.8% active. AID 720504; further: potency means the concentration at half of the fitted maximal effect; series mostly up to about 57 µM; on the % scale 0 is the no-effect control and ±100 the full control effect; nearly all actives have a fitted effect of over 65% in size
Target sequence (P53350 whole entry, looked up, the tested form may be a part): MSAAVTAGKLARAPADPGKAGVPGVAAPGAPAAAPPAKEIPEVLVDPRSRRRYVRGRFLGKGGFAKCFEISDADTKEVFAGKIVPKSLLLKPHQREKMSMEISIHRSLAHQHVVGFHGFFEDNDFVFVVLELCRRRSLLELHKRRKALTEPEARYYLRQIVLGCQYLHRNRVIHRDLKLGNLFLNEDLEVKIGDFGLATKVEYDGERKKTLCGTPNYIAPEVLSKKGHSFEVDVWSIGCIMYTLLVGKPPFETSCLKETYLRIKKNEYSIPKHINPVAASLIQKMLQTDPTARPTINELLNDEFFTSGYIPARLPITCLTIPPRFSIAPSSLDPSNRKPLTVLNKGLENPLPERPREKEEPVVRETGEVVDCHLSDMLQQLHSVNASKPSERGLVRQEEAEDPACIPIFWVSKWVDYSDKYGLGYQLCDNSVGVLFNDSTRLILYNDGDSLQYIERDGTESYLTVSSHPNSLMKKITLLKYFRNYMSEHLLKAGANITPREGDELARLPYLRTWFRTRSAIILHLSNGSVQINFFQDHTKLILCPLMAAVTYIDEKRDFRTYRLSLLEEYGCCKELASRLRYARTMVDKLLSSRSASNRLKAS
D3 ag = activates the human D3 dopamine receptor; D3R DiscoveRx beta-arrestin cells, luminescence, 90 min; max activation, %; P35462; AID 652048; 410,000 tested, 0.58% active; in the data active means max activation above about 30%; further: 0% is about no effect; mostly tested at two doses, the higher about 12 µM
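Cells at 1500/well, incubated overnight, then treated with pinned compounds (dopamine as control) for 90 min at 37 degrees C. DiscoveRx reagent added for 30 - 60 minutes at room temperature; luminescence read.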
WRN helicase inh = WRN helicase (human) inhibition | WRN helicase unwinding, fluorescent forked duplex, kinetic | Potency, µM (doses to about 114 µM), for inactives: top-dose activity change, negative = inhibition, actives largely listed as inhibitors | 360,000 tested, 0.46% active | AID 651768; further: potency means the concentration at half of the fitted maximal effect; on the % scale 0 is the no-effect control and ±100 the full control effect; nearly all actives have a fitted effect of over 55% in size
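WRN at 20 nM final preincubated with compound 15 min at room temperature; reaction started with 100 nM fluorophore/quencher forked duplex oligonucleotide and 2 mM ATP final. Unwinding followed kinetically by red fluorescence (ex 525, em 598 nm).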
D3 antag = D3 dopamine receptor (human) antagonism. 360,000 tested, 2.5% active. AID 652054. P35462. max response, negative = inhibition, %. D3R cells, DiscoveRx beta-arrestin luminescence, antagonist mode; stronger effect = lower value; in the data active means max response below about -50%; inconclusive means no clear call, values can overlap the other calls; further: on the % scale 0 is the no-effect control and ±100 the full control effect; mostly tested at two doses, the higher about 12 µM
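Cells expressing the human receptor were seeded at 1500 cells/well, incubated overnight at 37 degrees C in 5% CO2, then exposed to library compounds with dopamine controls for 90 minutes at 37 degrees C before luminescent detection.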
GLP1R inv ag = GLP-1 receptor (human) inverse agonism; 410,000 tested, 1.6% active; P43220; HEK293 GLP-1R CRE-luciferase, luminescence, 24 h; GLP-1R form is constitutively active; Potency, µM (highest dose often 38.3 µM), for inactives: top-dose activity change, negative = inhibition, usual class: inhibitors; further: potency means the concentration at half of the fitted maximal effect; on the % scale 0 is the no-effect control and ±100 the full control effect; nearly all actives have a fitted effect of over 55% in size
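Stable HEK293 clone (constitutively active GLP-1R + cAMP-response luciferase); 200 cells/uL plated, 12 h pre-culture, compound 24 hr, 37 deg C/5% CO2; detection reagent 12 min RT; luminescence.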
GLP-1R agonist = activates the human GLP-1 receptor; Potency, µM (highest dose often 45.6 µM), for inactives: top-dose activation, most hits filed as activators; HEK293 GLP-1R CRE-luciferase, luminescence, 4-6 h; cells express a hypersensitive GLP-1R form; 380,000 tested, 0.007% active; AID 624172; further: potency means the concentration at half of the fitted maximal effect; % of control where 0% means no effect
PI5P4K alpha inh = inhibitors of human PI5P4K alpha; max response, %; PI5P4Kalpha enzyme, ADP-Glo luminescence, 60 min; stronger effect = lower value; 330,000 tested, 1.2% active; P48426; active means max response of -50% or lower; inconclusive means between -30% and -50%; inactive means -30% or higher; further: value at the top dose of about 77 µM; on the % scale 0 is the no-effect control and ±100 the full control effect
Target sequence (P48426 whole entry, looked up): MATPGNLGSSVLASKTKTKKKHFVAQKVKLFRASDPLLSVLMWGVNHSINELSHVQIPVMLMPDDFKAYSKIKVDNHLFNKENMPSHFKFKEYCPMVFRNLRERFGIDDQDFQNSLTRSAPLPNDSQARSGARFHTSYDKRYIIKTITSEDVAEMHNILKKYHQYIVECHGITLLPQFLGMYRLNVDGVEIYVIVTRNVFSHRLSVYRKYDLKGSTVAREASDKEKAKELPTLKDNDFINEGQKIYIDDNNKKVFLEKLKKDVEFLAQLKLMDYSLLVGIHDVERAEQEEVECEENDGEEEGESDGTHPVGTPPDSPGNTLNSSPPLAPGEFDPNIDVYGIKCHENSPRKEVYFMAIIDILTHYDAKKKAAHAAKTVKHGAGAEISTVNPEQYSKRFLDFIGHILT
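ADP-Glo luminescence end-point read after a 60 min room-temperature kinase reaction of PI5P4Kalpha plus substrate, initiated with ATP at 5 microM final. Buffer: 0.038 M HEPES pH 7.4, EGTA, 0.1% CHAPS, 5% DMSO.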
GLP1R cytotox = cytotoxicity counter-screen for GLP-1 receptor inverse agonists | HEK293 cAMP-luciferase reporter cells, luminescence, 24 h | Potency, µM (top dose mostly 38.3 µM), inactives show at the highest dose activity change, negative = inhibition, actives largely listed as inhibitors | 410,000 tested, 0.13% active | AID 624418;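 further: loss of luciferase light is scored as toxicity; potency means the concentration at half of the fitted maximal effect; on the % scale 0 is the no-effect control and ±100 the full control effect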
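MLSMR compounds, 24 hr on cells at 37 deg C/5% CO2; luminescence after luciferase reagent (12 min RT). Inhibition counted as the undesired cytotoxic outcome.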
* marks the source's active call; other numbers are inactive results; ? = inconclusive; / = not tested or not shown; [ ] = dose if it differs, or a comment. Unless noted, the call rests on the fitted dose curve; in most records, active means well fitted curve in the direction sought with a large enough effect; inconclusive means small, poorly fitted or top-dose-only effect, or another doubt; inactive means no such curve, though single readings can be large; an effect the other way counts as inactive or inconclusive.

structure | IL-2 act | PI5P4K alpha inh | GLP1R cytotox | D3 ag | GLP-1R agonist | GLP1R inv ag | D3 antag | WRN helicase inh | PLK1 PBD inh
O=C(c1ccc(-n2cncn2)c([N+](=O)[O-])c1)N1CCN(S(=O)(=O)c2cccc(F)c2)CC1 | -0.1 | 3 | -24% | 5 | -13% | 0% | 4 | 2% | -2%
CC(C)c1ccc(NC(=S)N2CCCC2)cc1 | 0.0 | 6 | ? | 0 | 12% | -23% | 4 | 2% | -5%
COc1ccccc1/C=N/NC(=S)NCc1ccco1 | -1.3 | -3 | ? | -4 | 13% | ? | 0 | -9% | -9%
O=C(/C=C/c1ccc(Cl)cc1)N(Cc1cccs1)C1CCS(=O)(=O)C1 (stereo not given) | 0.9 | 1 | -15% | 5 | 19% | -14% | 11 | 4% | -2%
C=CC#CC1(O)CC(C)[N+](C)(C)CC1C (stereo not given) | -5.2 | -11 | 15% | -30 | 1% | -9% | ? | 2% | 21µM*
C/C(=N\NC(=O)c1nnn(-c2nonc2N)c1-c1ccc2c(c1)OCO2)c1ccc(C)cc1 | -1.2 | -1 | -2% | 3 | 0% | ? | -9 | -23% | -4%
O=C1NC(CCc2ccccc2)C(=O)N1CCOc1cccc(Br)c1 (stereo not given) | 0.8 | 13 | 3% | -3 | 20% | ? | -2 | -2% | -1%
c1ccc(-c2cncnc2)cc1 | 0.2 | 6 | 0% | 16 | -4% | 5% | 20 | 0% | -12%
Nc1ccc(C#Cc2ccc3sc4ccccc4c(=O)c3c2)cc1 | -1.5 | 21 | 2% | 44* | 6% | 10% | 51 | -6% | -4%
CCC(c1nnnn1-c1ccc2c(c1)OCCO2)N1CCN(c2cc(C)ccc2C)CC1 (stereo not given) | -0.9 | 18 | 11% | 2 | -4% | ? | 3 | -4% | 3%
O=C(NC1CCCC1)c1ccc2c(c1)N(Cc1ccccc1)CCS2 | -3.2 | 6 | -5% | 5 | -4% | 17% | 12 | -8% | -10%
CC1=CC(C)(C)[N+](C)(C)c2ccccc21 | 0.9 | -4 | -6% | -7 | -6% | 15% | 2 | -2% | -5%
COc1ccc(Cc2nc3ccc(C(=O)NCCc4ccncc4)cc3o2)cc1OC | -3.0 | -10 | -9% | 3 | -2% | 13% | 1 | -8% | -11%
O=C(COc1ccc(C(=O)NCCN2CCOCC2)cc1)Nc1cccc(C(F)(F)F)c1 | 1.4 | 4 | 11% | -7 | 3% | 8% | 12 | -5% | -11%
Cc1cccc(-c2sc(Nc3ccccc3)n[n+]2-c2ccc(F)cc2)c1 | -2.2 | -2 | 11% | -7 | 5% | 9% | -18 | 11% | -7%
Cc1nc2ccccc2c(=O)n1Cc1ccc([N+](=O)[O-])cc1 | 0.8 | 2 | 2% | 10 | -5% | 17% | 11 | 7% | 0%
CC(C#N)Sc1nc2ccccc2c(=O)n1-c1ccccc1 (stereo not given) | -2.5 | / | ? | -3 | 10% | 8% | 16 | 0% | -5%
COc1ccc(/C=N/NC(=O)c2sccc2C)c2ccccc12 | 1.3 | 0 | 2% | 4 | 34% | 7% | -20 | -9% | 5%
COc1ccccc1-c1nnc(SCC(=O)Nc2ccc(Cl)cc2Cl)o1 | -0.3 | / | -17% | 14 | -4% | 0% | -23 | 9% | -13%
COc1cccc2c(N/N=C/c3ccco3)cc(C)nc12 | 0.1 | -3 | 4% | 4 | 17% | 1% | 2 | -8% | 3%
CCCCNC(=O)c1onc(CSc2cccc(OCC)c2)c1C(=O)O | -0.4 | -27 | -70% | -24 | -6% | ? | -2 | -3% | -15%
CCOC(=O)N1CCN(C(c2ccccc2)c2sc3nc(C)nn3c2O)CC1 (stereo not given) | 0.5 | / | -19% | 8 | 0% | -11% | 8 | 0%[57.1 µM] | 1%
Cn1c(NNC(=O)c2ccc(C(C)(C)C)cc2)cc(=O)n(C)c1=O | -4.6 | 1 | 1% | -1 | 5% | 0% | 4 | -1% | -1%
CC1CC(C)CN(C(=O)C(NS(=O)(=O)c2ccc(Br)s2)c2ccccc2)C1 (stereo not given) | -0.4 | -3 | -17% | 1 | 2% | ? | -9 | -20% | -16%
Nc1cccc(C(=O)N/N=C/c2ccsc2)c1 | 0.8 | -8 | 3%[0.307 µM] | -8 | 3% | -22%[0.307 µM] | -18 | -14% | ?
O=C(N1CCOCC1)N1CCN(c2ccccn2)CC1 | 0.0 | -1 | -5% | 4 | -14% | -2% | -10 | 1% | -6%
C=C1CCN([C@@H](Cc2ccccc2)C(=O)NCCCc2ccccc2)S(=O)(=O)c2ccccc21 | -3.0 | 7 | 9% | -8 | 1% | -6% | 4 | -11% | -5%
CC(C)OCCCNC(=O)c1ccc(N(C)S(C)(=O)=O)cc1 | 0.1 | / | 3% | -23 | 0% | -6% | -3 | -2% | -5%
COc1cc(C(=O)N(Cc2ccccc2)c2cccc(C)c2)ccc1OC(F)F | 2.6 | 5 | 9% | -13 | 8% | 11µM* | -5 | -31% | 0%
CSc1cccc(NC(=O)C2CCN(S(=O)(=O)c3cnc[nH]3)CC2)c1 | -0.1 | 5 | -15% | 2 | 1% | -19% | 27 | -3% | 3%
CC1=NN(c2ccccc2)C(=O)C1(C)C | -0.6 | -4 | -3% | 2 | 0% | 11% | -3 | -6% | -3%
COc1ccc(OCC(O)CN2CCCCC2)cc1 (stereo not given) | -2.7 | 0 | -1% | -12 | -2% | 2% | -8 | -5% | -1%
CC(=O)Nc1ccc(NC(=O)CC2SC(=O)N(CC(=O)c3ccccc3)C2=O)cc1 (stereo not given) | -1.7 | 4 | 10% | 2 | 7% | 5% | -5 | -23% | ?
CC1CC(=O)NN=C1c1cccs1 (stereo not given) | 1.1 | -2 | 1% | 2 | 4% | 14% | 1 | 6% | 4%
CN1CCN(c2ncnc3c2ncn3[C@H]2CN(Cc3ccc(F)cc3)C[C@@H](CO)O2)CC1 | -0.2 | -16 | 0% | 3 | -2% | -9% | 12 | 5% | 0%
Cc1ccccc1N1C(=O)c2cccc3c(N(C)CCO)ccc(c23)C1=O | 23 | / | 68%[activator] | 2 | 12% | 3% | -7 | -9% | ?
N#Cc1ccccc1N/C=C/C(=O)c1ccc(Cl)cc1 | -3.4 | 4 | -1% | -3 | 11% | 6.3µM* | -4 | -4% | -12%
C/C(=N\NC(=S)NC1CCCCC1)c1cccc(Br)c1 | -2.7 | 12 | ? | -14 | 5% | ? | -15 | -29%[57.1 µM] | -12%
O=C(NC(=S)Nc1ccc(Cl)c(C(=O)O)c1)c1ccc(OCc2ccccc2)cc1 | -3.7 | -24 | -23% | -10 | 0% | 3% | -22 | -2% | ?
O=C(COc1ccccc1)N1CCN=C1SCc1ccccc1 | 0.1 | -7 | 8% | -1 | 6% | -7% | 13 | -3% | -1%
Cc1ccc(-n2nc3c(=O)n(CC(=O)NCCc4ccco4)nc(C)c3c2C)cc1 | 5.2 | 10 | -4% | 0 | -3% | ? | -16 | -8% | -21%
COc1ccc(S(=O)(=O)N(C)C(C)CCc2ccco2)cc1 (stereo not given) | -1.0 | -28 | -3% | 2 | -4% | 1% | -14 | -11% | -11%
CC(NC(=O)C(=O)Nc1nccs1)c1ccccc1 (stereo not given) | -2.4 | 3 | 1% | -30 | -3% | 3% | 3 | -2% | 6%
CCCCC(=O)NC(c1ccc(OC)c(OC)c1)c1ccc2cccnc2c1O (stereo not given) | -3.2 | 4 | ? | 23 | -1% | 2% | 17 | 3% | -4%
Cc1ccc(C#CC[N+](C)(C)CC#Cc2ccccc2)cc1 | -0.2 | -7 | -2%[0.307 µM] | -3 | -17% | -11%[0.307 µM] | -17 | ? | -16%
Cc1ccnc(NC(=O)C2CCCN(S(=O)(=O)c3cnc[nH]3)C2)c1 (stereo not given) | -1.3 | 3 | 20% | -9 | -2% | -27% | ? | 5% | -12%
COc1ccccc1NC(=O)C1=C(C)NC(=O)NC1c1ccco1 (stereo not given) | 0.7 | -3 | 12% | 0 | -3% | 2% | 0 | 3%[11.6 µM] | 2%
COC(=O)c1ccc(OC(=O)C2CC(=O)N(c3cccc(C)c3)C2)cc1 (stereo not given) | 4.6 | / | -3% | -3 | -11% | -11% | 4 | -14% | -25%
Cn1c(NCc2ccccc2)nc2cc(-c3ccccc3)sc2c1=O | 1.5 | 1 | 3% | 1 | 11% | 22% | -16 | 0% | 0%
COCCCNC(=O)CCn1c(=O)c2ccccc2n(CC(=O)Nc2cc(Cl)ccc2C)c1=O | 0.1 | -10 | 8% | -20 | 2% | -2% | -22 | 2% | 1%

Additional compounds.
structure | IL-2 act | PI5P4K alpha inh | GLP1R cytotox | D3 ag | GLP-1R agonist | GLP1R inv ag | D3 antag | WRN helicase inh | PLK1 PBD inh
O=C(Cc1cccs1)N/N=C/c1ccc(OCc2ccccc2)cc1 | -1.9 | 7 | 5% | 11 | 8% | -1% | 10 | -11% | -4%
COc1ccc2nc(-c3ccccc3)cc(C(=O)OCC(=O)NC3CC3)c2c1 | -0.5 | -25 | -1% | -8 | -6% | -9% | 1 | -9% | 1%
COc1cc(C2Nc3cccc4cccc(c34)N2)cc(OC)c1OC(C)=O | 0.4 | ? | ? | 1 | -20% | 26% | -24 | -19% | ?
O=C(COC(=O)c1ccccn1)Nc1c(Cl)cccc1Cl | 0.3 | 3 | -9% | -4 | 2% | -1% | -6 | -15% | 2%
COc1ccc(NS(=O)(=O)c2ccc3c(c2)NC(=O)CCS3)c(OC)c1 | / | / | 2% | 6 | -1% | -10% | / | / | /

2 of the compounds above, as labelled records.
> O=C(Cc1cccs1)N/N=C/c1ccc(OCc2ccccc2)cc1
  IL-2 act: -1.9
  PI5P4K alpha inh: 7
  GLP1R cytotox: 5%
  D3 ag: 11
  GLP-1R agonist: 8%
  GLP1R inv ag: -1%
  D3 antag: 10
  WRN helicase inh: -11%
  PLK1 PBD inh: -4%
> COc1ccc2nc(-c3ccccc3)cc(C(=O)OCC(=O)NC3CC3)c2c1
  IL-2 act: -0.5
  PI5P4K alpha inh: -25
  GLP1R cytotox: -1%
  D3 ag: -8
  GLP-1R agonist: -6%
  GLP1R inv ag: -9%
  D3 antag: 1
  WRN helicase inh: -9%
  PLK1 PBD inh: 1%

From PubChem BioAssay
